BLM helicase inh = Bloom syndrome helicase (human) inhibition | AID 2528 | recombinant BLM DNA unwinding, fluorescence dequenching | 0.2% of 350,000 active | P54132 | Potency, µM (highest dose often 56.1 µM), inactives show at the highest dose activity change, negative = inhibition, usual class: inhibitors;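 further: plate controls were vehicle for no effect and no enzyme for full effect; nearly all actives have a fitted effect of over 35% in size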
Target sequence (P54132 whole entry, looked up): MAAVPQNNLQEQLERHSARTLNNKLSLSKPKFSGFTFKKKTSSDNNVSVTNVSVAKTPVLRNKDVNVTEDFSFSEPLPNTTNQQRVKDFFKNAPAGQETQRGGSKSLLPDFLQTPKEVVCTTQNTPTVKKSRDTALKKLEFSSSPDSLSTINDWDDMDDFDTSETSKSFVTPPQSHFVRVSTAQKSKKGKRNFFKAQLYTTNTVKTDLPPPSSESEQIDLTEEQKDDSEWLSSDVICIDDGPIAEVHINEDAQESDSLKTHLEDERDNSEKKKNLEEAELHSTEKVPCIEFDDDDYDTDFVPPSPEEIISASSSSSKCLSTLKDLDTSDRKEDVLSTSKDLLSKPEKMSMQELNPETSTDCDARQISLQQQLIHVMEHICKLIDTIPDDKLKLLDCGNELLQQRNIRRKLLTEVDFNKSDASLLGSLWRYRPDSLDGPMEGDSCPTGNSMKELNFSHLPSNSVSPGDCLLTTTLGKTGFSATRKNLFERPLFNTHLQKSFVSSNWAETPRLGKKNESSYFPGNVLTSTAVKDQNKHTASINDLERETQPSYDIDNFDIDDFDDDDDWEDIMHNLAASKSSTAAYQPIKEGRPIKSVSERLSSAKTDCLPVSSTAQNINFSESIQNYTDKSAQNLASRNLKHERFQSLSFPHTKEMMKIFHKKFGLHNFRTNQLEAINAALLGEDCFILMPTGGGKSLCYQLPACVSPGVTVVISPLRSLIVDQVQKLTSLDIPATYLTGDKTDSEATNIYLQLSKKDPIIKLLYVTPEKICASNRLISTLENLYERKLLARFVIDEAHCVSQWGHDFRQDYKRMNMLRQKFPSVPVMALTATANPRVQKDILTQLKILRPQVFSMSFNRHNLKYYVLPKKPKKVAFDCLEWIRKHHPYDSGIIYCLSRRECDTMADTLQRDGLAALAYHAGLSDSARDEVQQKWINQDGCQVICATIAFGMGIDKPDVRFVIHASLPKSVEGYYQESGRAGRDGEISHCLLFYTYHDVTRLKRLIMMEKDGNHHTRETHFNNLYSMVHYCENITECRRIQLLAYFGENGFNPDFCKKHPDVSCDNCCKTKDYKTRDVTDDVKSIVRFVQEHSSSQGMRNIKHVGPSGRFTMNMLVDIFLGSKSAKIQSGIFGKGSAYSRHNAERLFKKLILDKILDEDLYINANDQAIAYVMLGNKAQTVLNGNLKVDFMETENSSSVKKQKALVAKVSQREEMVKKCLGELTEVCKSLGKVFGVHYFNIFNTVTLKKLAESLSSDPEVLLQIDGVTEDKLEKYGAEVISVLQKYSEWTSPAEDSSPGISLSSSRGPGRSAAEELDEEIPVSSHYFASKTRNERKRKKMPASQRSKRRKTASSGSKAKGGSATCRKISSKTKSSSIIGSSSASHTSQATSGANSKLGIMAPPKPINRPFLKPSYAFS
POLK inh = DNA polymerase kappa (human) inhibition. Potency, µM (titrated, usually from 107 µM), for the others: at the highest dose activity, negative = inhibition, most hits filed as inhibitors. 0.53% of 400,000 active. purified Pol kappa, fluorescent DNA synthesis assay, 10 min; further: on the % scale 0 is the no-effect control and ±100 the full control effect
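First, compounds were pin-transferred onto 10 nM Pol kappa. After 15 min at room temperature, substrate was added to 50 nM final. Fluorescence was then measured kinetically at 0 and 10 min.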
Pol beta inh = DNA polymerase beta (human) inhibition. Potency, µM (series often up to 114 µM), for inactives: at the highest dose activity change, negative = inhibition, actives largely listed as inhibitors. P06746. Pol beta primer extension/strand displacement, fluorescence kinetic. 1.3% of 340,000 active; further: on the % scale 0 is the no-effect control and ±100 the full control effect
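Reaction started by 50 nM substrate onto compound-treated Pol beta (10 nM, 15 min preincubation, room temperature); plates read at 0 min and 10 min. Normalized concentration-effect data fitted by four-parameter Hill equation.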
G9a block = inhibitors of human histone lysine methyltransferase G9a; Q96KQ7; Potency, µM (series often up to 102 µM), inactives show at the highest dose activity, negative = inhibition, usual class: inhibitors; 8.8% of 350,000 active; G9a H3K9 monomethylation, AlphaScreen, 2 h; AID 504332; further: on the % scale 0 is the no-effect control and ±100 the full control effect; nearly all actives have a fitted effect of over 75% in size
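Compounds were preincubated with 20 nM G9a for 15 min, after which biotinylated H3K9 peptide (500 nM) and SAM (20 uM) started a 2 h room-temperature reaction. Monomethylated product was quantified by antibody-based AlphaScreen chemiluminescence.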
APEX1 inh = blocks human APE1 abasic DNA cleavage | recombinant APE1, TAMRA/BHQ-2 abasic DNA cleavage fluorescence | Potency, µM (top dose mostly 65.8 µM), for the others: at the top dose activity change, negative = inhibition, usual class: inhibitors | 0.35% of 350,000 active | AID 2517;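 further: plate controls were vehicle for no effect and reference inhibitor for full effect; nearly all actives have a fitted effect of over 55% in size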
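Step 1: APE1 (0.75 nM) with compound, 15 min RT. Step 2: add 50 nM fluorophore/quencher THF duplex. Step 3: three fluorescence reads 60 s apart (525/598 nm); read 3 minus read 1 = reaction progress.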
BAZ2B block = inhibitors of human BAZ2B bromodomain. 4.4% of 360,000 active. Potency, µM (doses to about 114 µM), for inactives: top-dose activity change, negative = inhibition, usual class: inhibitors. AlphaScreen BAZ2B-H3K14Ac peptide displacement; further: on the % scale 0 is the no-effect control and ±100 the full control effect; nearly all actives have a fitted effect of over 60% in size
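Protein-peptide AlphaScreen: BAZ2B 50 nM, b-H3K14Ac 50 nM, 1x PBS pH 7.4 + 0.01% Tween-20. Preincubation 30 min RT; cpd 30 min RT (top 110 uM); beads 20 min RT, light-protected.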
POLH inh = DNA polymerase eta (human) inhibition | Q9Y253 | recombinant Pol eta, fluorescent DNA replication assay | Potency, µM (doses to about 114 µM), for inactives: top-dose activity change, negative = inhibition, usual class: inhibitors | 1.2% of 390,000 active; further: on the % scale 0 is the no-effect control and ±100 the full control effect
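Fluorescent replication assay: 50 nM final substrate added after a 15 min room-temperature compound preincubation with 10 nM enzyme. Signal taken at 0 min and again at 10 min.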
JMJD2A Tudor inh = blocks the human JMJD2A Tudor domain | AlphaScreen JMJD2A-Tudor / H3K4me3 peptide binding | Potency, µM (top dose mostly 114 µM), without a hit: at the highest dose activity change, negative = inhibition, usual class: inhibitors | 4.4% of 390,000 active; further: on the % scale 0 is the no-effect control and ±100 the full control effect; nearly all actives have a fitted effect of over 50% in size
POLI inh = blocks human DNA polymerase iota activity; Q9UNA4; Pol iota fluorescent replication assay, 10 min; Potency, µM (top dose mostly 115 µM), inactives show top-dose activity, negative = inhibition, actives largely listed as inhibitors; 1% of 390,000 active
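Fluorescent replication assay read twice, at 0 min and 10 min after adding 50 nM (final) substrate. Enzyme (10 nM) and compounds were first incubated 15 min at room temperature; enzyme-free buffer wells were negative controls.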
* = called active by the depositor; ? = inconclusive; / = no result given; [ ] = remark or other dose. The call rests on the fitted dose curve; in most records, active means well fitted curve in the direction sought with a large enough effect; inconclusive means small, poorly fitted or top-dose-only effect, or another doubt; inactive means no such curve, though single readings can be large; an effect the other way counts as inactive or inconclusive. Potency means the concentration at half of the fitted maximal effect. These rows are one share of the data; count on the stated rates, not on these rows.

SMILES | BLM helicase inh | POLK inh | Pol beta inh | G9a block | APEX1 inh | BAZ2B block | POLH inh | JMJD2A Tudor inh | POLI inh
CCOCCCNC(=O)c1cc(-c2ccc(Br)s2)nc2ccccc12 | -2% | 1% | -16% | 5% | 7% | 1% | -5% | 15% | 134%[activator]
COc1ccc(OC(C)C(=O)NC2CCCCCC2)cc1 (stereo not given) | / | 7% | / | / | / | / | -21% | 1% | 12%
COc1ccc(N2C(=O)C3C(C2=O)C2C=CC3C23CC3)c([N+](=O)[O-])c1 (stereo not given) | -8% | -2% | 9% | 1% | 3% | -14% | -7% | -20% | 18%
S=c1[nH]nc(-c2ccc(Br)cc2)n1-c1ccc(Br)cc1 | -3% | -14% | 13% | 8.9µM* | 7% | -12% | -9% | -31% | ?
CC[C@H](C)C(N)c1cn([C@@H](CC(N)=O)C(=O)N2CCNCC2)nn1 (stereo not given in full) | / | 7% | / | -13%[2.33 µM] | -13% | ? | -5% | -10% | -6%
COc1ccc2c(c1)c(=O)oc1cc(OCC(=O)NCC3CCC(C(=O)O)CC3)ccc12 (stereo not given) | 2% | -9% | 12% | / | -6% | -13% | -19% | -27% | 23%
O=C(COC(=O)c1ccc(CO)cc1)Nc1ccc(OC(F)F)cc1 | -2% | -5% | 0% | 2% | 1% | -4% | -5% | 3% | 106%[activator]
CCOC(=O)c1[nH]c(C)c(C(=O)C(C)C)c1C | -1% | -15% | 3% | 5% | ? | 1% | -7% | -14% | 11%
CCOc1cc(C2C(C(=O)OC)=C(C)N=C3SC(C)C(=O)N32)ccc1OC(C)=O (stereo not given) | -4% | 2% | -1% | -5% | ? | -31% | -5% | -29% | 1%
O=C(Nc1ccccc1Cl)Nn1cnnc1 | -2% | -1% | -10% | 5% | 43% | -13% | -2% | -7% | -8%
Cc1ccc(NC(=O)CSCC(=O)N2CCN(c3cccc(C(F)(F)F)c3)CC2)cc1 | / | -5% | / | 17%[2.33 µM] | -20% | -1% | -26% | -21% | 20%
Cc1ccc(S(=O)(=O)Nc2c(NC3CCCCC3)c3ccccc3oc2=O)cc1 | -3% | 5% | 0% | 4% | 31% | -22% | -13% | -14% | 6%
CCN(CC)c1ccc(C(=O)N/N=C/c2ccccc2OC(F)F)cc1 | -5% | -15%[60.1 µM] | 16% | 11% | -2% | -5% | -31% | -12% | 11%
c1ccc(-n2ncc3c(NCc4cccs4)ncnc32)cc1 | -2% | -1% | -16% | 1%[12.7 µM] | -3% | 8% | -17% | 10% | -4%
Cc1ccc(CN2CCN(/N=C/c3cc(Br)cc(Br)c3O)CC2)cc1 | 1% | -5% | 6% | -12%[59 µM] | 8% | -33% | -17% | ? | -3%
CCn1c2ccccc2c2cc(NC(=O)COC(=O)c3ccc(O)cc3)ccc21 | / | -12% | / | ? | 31% | -20% | -21% | -23% | -5%
O=C(C1CC(=O)N(c2ccccc2)C1)N1CCN(C2=NS(=O)(=O)c3ccccc32)CC1 (stereo not given) | -10% | -4% | ? | -30%[12.7 µM] | 3% | -3% | -7% | -9% | 6%[58.9 µM]
O=C(Cc1ccccc1)NNC(=O)c1ccccc1C(=O)O | -1% | 4% | -2% | -6% | -6% | -3% | -9% | -4% | -10%
O=C(/C=C/c1cccs1)N1CCC2(CC1)Oc1ccc(Cl)cc1C(=O)C21CC(c2ccc(Cl)cc2)=NO1 (stereo not given) | / | -14% | / | / | / | / | -18% | -27% | ?
O=C(N/N=C/c1ccccc1O)c1cc(=O)[nH]c2ccccc12 | -8% | / | 36% | 1%[59 µM] | -7% | 50µM* | / | / | /
Cc1cc(NC(=O)C(C)SCC(=O)OCC(=O)Nc2c(C)cccc2C(C)C)no1 (stereo not given) | / | -5% | / | ? | -5% | -7% | -19% | -5% | 13%
CCOC(=O)c1c(C)n(-c2ccc(OC)cc2)c2c(C/C(C)=N/O)c(Br)c(OC)c(O)c12 | 0% | -17% | -1% | 7%[2.33 µM] | -2% | -2% | 0% | 1% | 7%
CN1CCN(C(=S)NC(=O)c2ccccc2Br)CC1 | -4% | -6% | 30% | 11% | 16% | 1% | 2% | -16% | -8%
COc1ccc2[nH]c(C)c(C(=O)CN3CCc4cc(OC)c(OC)cc4C3)c2c1 | -1% | -15% | 21% | 50µM* | -5% | 4% | -7% | -30% | 50%[activator]
CC1(C)C[C@@H]2C[C@@](C)(CN2C(=O)c2cc(COc3cccc(C(F)(F)F)c3)on2)C1 | -16% | -21% | ? | -3% | -6% | 8% | ? | 1% | 23%
CCCC/C(C)=N/NC(=O)CN(c1ccc(Br)cc1)S(=O)(=O)c1ccccc1 | -4% | -3% | 6% | -4%[59 µM] | -5% | -2% | -2% | -7% | 22%
Cc1cc(-c2ccc(S(=O)(=O)N3CCc4ccccc4C3)s2)on1 | -7% | -7% | 13% | -3% | 6% | -1% | 10% | -6% | 36%[activator]
COc1ccc(/C=C2/NC(=O)CNC2=O)cc1 | 0% | -3% | 15% | ? | 48%[activator] | ? | -6% | -10% | -28%
Cc1c(-n2c(CN3C(=O)c4ccccc4C3=O)nc3ccccc3c2=O)c(=O)n(-c2ccccc2)n1C | / | -12% | / | / | / | / | -6% | 7% | 9%
N#Cc1ccc(Oc2c(Cl)cncc2Cl)cc1 | -3% | -5% | 24% | -2% | 24% | -2% | -7% | 16% | 13%
Cc1ccc(Cn2c(N)nc3ccccc32)cc1 | -1% | 16% | 13% | 20%[59 µM] | 23% | -2% | -13% | -18% | 60%[activator]
COc1ccc(Cc2nnc(NC(=O)c3ccc(OC)c(OC)c3)s2)cc1 | 2% | -20% | -17% | -9% | -8% | 6% | -11% | -18% | -19%
CSc1nc(-c2ccccc2)nc(N2CCCC2)c1C(C)=O | -4% | -25% | 1% | 38%[59 µM] | -5% | 17% | -11% | 31% | 7%
O=C(c1cccc(N2C(=O)C3C4C=CC(C4)C3C2=O)c1)N1CCCc2ccccc21 (stereo not given) | -7% | 5% | 28% | 12% | ? | -4% | -18% | -4% | 180%[activator]
O=C(/C=C/c1cccc([N+](=O)[O-])c1)Nc1ccccn1 | -4% | 0% | 8% | 9% | -1% | -1% | -15% | -18% | 32%[activator]
Cc1ccc(Sc2nc(-c3ccccc3)nnc2C(F)(F)F)cc1 | 0% | -4% | -2% | 20%[59 µM] | 10% | -6% | -16% | 0% | -4%

For reference, part of the list above:
SMILES | BLM helicase inh | POLK inh | Pol beta inh | G9a block | APEX1 inh | BAZ2B block | POLH inh | JMJD2A Tudor inh | POLI inh
CC1(C)C[C@@H]2C[C@@](C)(CN2C(=O)c2cc(COc3cccc(C(F)(F)F)c3)on2)C1 | -16% | -21% | ? | -3% | -6% | 8% | ? | 1% | 23%
CCCC/C(C)=N/NC(=O)CN(c1ccc(Br)cc1)S(=O)(=O)c1ccccc1 | -4% | -3% | 6% | -4%[59 µM] | -5% | -2% | -2% | -7% | 22%

Continuation.
SMILES | BLM helicase inh | POLK inh | Pol beta inh | G9a block | APEX1 inh | BAZ2B block | POLH inh | JMJD2A Tudor inh | POLI inh
COC(=O)c1sccc1NC(=S)Nc1ccccc1 | 1% | 0% | 26% | 50µM* | -1% | -6% | -13% | -15% | -13%
CCCCNC(=O)CC1NCCNC1=O (stereo not given) | 0% | 3% | 3% | 25% | 2% | -21% | 1% | -13% | 41%[activator]
Cc1ccc(-n2c(=O)c3ccc(C(=O)NCc4ccco4)cc3n(Cc3ccccc3Cl)c2=O)cc1 | -2% | -17% | 24% | 1.6µM* | / | / | 15% | -10% | -27%
CCc1ccccc1NC(=O)c1ccc2c(O)c(S(=O)(=O)c3ccc(OC)cc3)c(=O)[nH]c2c1 | 0% | -1% | 6% | -1%[59 µM] | 4% | -10% | 4% | 20µM* | -13%
N#Cc1ccc(CSc2nnc(-c3cnccn3)o2)cc1 | 2% | 3% | 0% | 7%[12.7 µM] | 2% | -1% | 0% | -1% | 4%
Cc1cccn2c(=O)c3cc(C(=O)NC4CCCC4)c(=N)n(C4CCCCC4)c3nc12 | 2% | 3% | 15% | 1% | 32% | -7% | -17% | -16% | 20%
CCOC(=O)CCCCCNC(=O)c1ccc(F)cc1F | / | -3% | / | / | / | / | -7% | -17% | -20%
Cc1ccc(S(=O)(=O)c2nc(S(=O)(=O)c3ccc(C)cc3)c(NCCCOC(C)C)s2)cc1 | -5% | -24% | 7% | ? | / | -11% | -18% | -14% | 23%

Given with two lines to a compound: entries from further up
Below each compound: BLM helicase inh | POLK inh | Pol beta inh | G9a block | APEX1 inh | BAZ2B block | POLH inh | JMJD2A Tudor inh | POLI inh
COC(=O)c1sccc1NC(=S)Nc1ccccc1
    1% | 0% | 26% | 50µM* | -1% | -6% | -13% | -15% | -13%
CCCCNC(=O)CC1NCCNC1=O (stereo not given)
    0% | 3% | 3% | 25% | 2% | -21% | 1% | -13% | 41%[activator]
Cc1ccc(-n2c(=O)c3ccc(C(=O)NCc4ccco4)cc3n(Cc3ccccc3Cl)c2=O)cc1
    -2% | -17% | 24% | 1.6µM* | / | / | 15% | -10% | -27%

From PubChem
